Salmonella PhoP GFP: inhibitors of PhoP regulon expression, primary screen, Salmonella Typhimurium, GFP reporter (AID 1863); S. Typhimurium PhoP-regulated promoter GFP reporter, 4 h; higher % means a stronger effect; one-dose inhibition, % at 50 µM; IC50 in µM for titrated hits; hit rate 0.16% among 300,000;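 active means inhibition over 29.93%, a cutoff 3 SD above the screen mean, later confirmed by dose response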;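 further: 0% = low Mg2+ inducing control and 100% = high Mg2+ repressing control; strong numbers were not always called active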
bCat nuc transl: beta-catenin nuclear translocation modulation; HeLa beta-catenin nuclear translocation, immunofluorescence imaging; nuclear translocation activity, % at 5 µM; hit rate 0.3% among 190,000; AID 1665;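 active means nuclear translocation activity above 50% at 5 µM, with a well cell count of 50 or more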;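 further: per-cell ratio of nuclear to cytoplasmic median beta-catenin stain intensity; plate controls were DMSO negative control for no effect and GSK-3 inhibitor IX positive control for full effect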
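test system = HeLa cells, endogenous beta-catenin | dosing = single 5 µM dose plus 0.02–20 µM confirmation series | times = compound treatment 24 h, 37°C, 5% CO2 | technique = beta-catenin immunofluorescence imaging with DAPI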
Ins promoter up: MIN6 insulin promoter up-regulation. z-score at 5 µM. hit rate 0.3% among 190,000. MIN6 insulin promoter-GFP reporter, high-content imaging; active compounds read high;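 active means z-score above 3 at 5 µM with at least 500 cells counted in the well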
CSM14.1 death rescue: protection against thapsigargin-triggered cell killing – 384-well, CSM14.1, ATP luminescence, primary screen (AID 1222) | CSM14.1 thapsigargin-induced death rescue, ATP luminescence; higher % means a stronger effect | cellular ATP content (survival), % at 20 µM; hits with a dose series show EC50 in µM | 190,000 tested, under 10 active;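 active means EC50 below 50 µM in the dose-response confirmation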;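 further: death triggered by thapsigargin at about 15 µM added after 2 h compound pretreatment; cell ATP read after overnight thapsigargin exposure of roughly 18 to 22 hours; normalized against plate controls of thapsigargin alone and 5% DMSO vehicle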
Dynein cargo inh: blocks dynein driven cargo transport along microtubules; hit rate 0.47% among 220,000; AID 1381; 3617.4 mouse cells, GR-EGFP nuclear translocation imaging; test concentration mostly 20 µM; stimulated with dexamethasone, 1 µM; active compounds read low; z-score, hits read low;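 active means plate z-score of nuclear minus cytoplasmic receptor signal below a set negative limit, without overly bright fluorescence or cell loss, cut at about -3.5 in these data, passing the limit was not always enough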;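 further: z-score of nuclear minus cytoplasmic ring GR-EGFP intensity difference per well; some compounds called inactive have numbers as strong as hits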
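medium = tetracycline-free induction medium containing charcoal-stripped FBS | also added = 1.0 µM final dexamethasone stimulus | schedule = 48 h induction, 1 h compound, 30 min dex at 37 °C | technique = fixed, Hoechst-stained cells imaged at 10x for EGFP | measure = GR-EGFP nuclear translocation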
Hep lipid drop: modulators of hepatic lipid droplet formation. AML12 mouse hepatocytes, oleate lipid droplets, BODIPY imaging. inhibition, % at 6.5 µM. hit rate 0.4% among 240,000;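 active means lipid droplet intensity inhibited by at least 50%, with more than 500 cells counted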
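material = mouse AML12 hepatocyte cell line, fixed after treatment | also added = 100 µM oleic acid challenge | doses = compound at 6.5 µM only | schedule = overnight exposure | technique = Image-based BODIPY and DAPI two-channel analysis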
MT stabilize HCS: microtubule stabilization, imaging screen | hit rate 0.83% among 200,000 | HeLa tubulin immunostaining HCS, 24 h; share of cells brighter than vehicle mean+2SD | % tubulin-high responders, % at 10 µM;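 active means plate Z-score above 3 for both tubulin-high and condensed-nucleus cell shares, with cell loss under 80%, at 10 µM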;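 further: anti alpha tubulin signal scored within the nucleus-defined area of each cell; some results filed as inactive read as strong as hits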
Autophagy HCS: modulators of autophagy | calls only at 10 µM (by protocol) | AID 463193 | MEF GFP-LC3 puncta imaging; test concentration mostly 10 µM | hit rate 0.98% among 190,000;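 active means percentage of spot-positive cells more than 3 SD above its plate mean, without a fluorescence outlier flag or 80% toxicity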;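 further: spot-positive cell cutoff set from DMSO-treated cells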
T cell modulator: modulates CD8 T cell binding to vesicles; 2C CD8+ T cell-vesicle binding, flow cytometry; active compounds read low; calls only at 7 µM; hit rate 0.068% among 330,000;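 active means response, share of CD8 T cells binding vesicles, and their 90th percentile fluorescence all below set limits, cut at about 80% in these data, passing the limit was not always enough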
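Incubation: binding step 1.5 h, 37 °C, antibody labelling 20 min, ice; system: murine 2C transgenic CD8+ T lymphocytes; technique: cytometric PE anti-B7-1 and Alexa647 anti-CD8 signals after 1% paraformaldehyde fixation; also added: QL9-charged Drosophila Ld/ICAM-1/B7-1 vesicles; control set: naked versus QL9-loaded vesicles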
Dynein cargo inh cytoplasmic EGFP: recorded beside Dynein cargo inh, whose call it bears; z-score; measured here: cytoplasmic GR-EGFP intensity; active compounds read high
Dynein cargo inh nuclear GR-EGFP: second read-out of Dynein cargo inh, no call of its own (marks repeat the call); z-score; measured here: nuclear GR-EGFP intensity;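 lower value marks the stronger effect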
Dynein cargo inh cell count: recorded beside Dynein cargo inh, whose call it bears; z-score; measured here: cell count per field
Ins promoter up cell count: recorded beside Ins promoter up, whose call it bears; cell count; measured here: cytotoxicity, nuclei count;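 total cells summed across four imaged fields per well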
Hep lipid drop cells 6.5 µM: further read-out of Hep lipid drop, marked with its call; cell count; measured here: cell count, cytotoxicity flag;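 cells counted across two imaged fields per well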
bCat nuc transl cell count 5 µM: recorded beside bCat nuc transl, whose call it bears; cell count; measured here: cell count, cytotoxicity flag
T cell modulator vesicle-bound %: also measured in T cell modulator; calls as there; double positive events, %; measured here: CD8+ vesicle-bound cell fraction;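 binding gate set so that unloaded-vesicle control wells show 10% double positive cells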
MT stabilize HCS Hoechst-high %: also measured in MT stabilize HCS; calls as there; % Hoechst-high responders; measured here: nuclear condensation Hoechst responders;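 share of cells brighter than vehicle mean plus two SD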
MT stabilize HCS cytotoxicity %: further read-out of MT stabilize HCS, marked with its call; toxicity, %; measured here: cytotoxicity by cell density;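 0% = mean cell density of plate MIN control wells and 100% = no cells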
Autophagy HCS cell loss 18 h: also measured in Autophagy HCS; calls as there; toxicity, %; measured here: cell loss, nuclei count;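 cell loss after 18 h compound exposure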
Active calls of the source: *; i = inactive; . = not tested or not shown.

canonical_smiles | Salmonella PhoP GFP | bCat nuc transl | bCat nuc transl cell count 5 µM | Ins promoter up | Ins promoter up cell count | CSM14.1 death rescue | Dynein cargo inh | Dynein cargo inh cytoplasmic EGFP | Dynein cargo inh nuclear GR-EGFP | Dynein cargo inh cell count | Hep lipid drop | Hep lipid drop cells 6.5 µM | MT stabilize HCS | MT stabilize HCS Hoechst-high % | MT stabilize HCS cytotoxicity % | Autophagy HCS | Autophagy HCS cell loss 18 h | T cell modulator | T cell modulator vesicle-bound %
O=c1oc2c3c4c(cc2s1)CCCN4CCC3 | -3.8% | -1.9 | 1171 | -0.62 | 966 | -1.0% | 1.84 | 0.0603 | 1.49 | -1.84 | 4.0 | 785 | 1.0 | 1.1 | 10.4 | i | 1.9 | i | 35.2
CC(=O)c1cccc(N2C(=O)C3C(C(=O)Nc4cc(C)on4)C4(C)C=CC3(O4)C2C(=O)NC(C)(C)C)c1 (stereo unspecified) | 3.8% | 0.6 | 1027 | -0.07 | 1471 | -0.5% | -0.581 | -0.335 | -0.229 | 0.639 | 8.9 | 694 | 2.9 | 2.2 | 8.8 | i | -2.5 | i | 25.0
CCOc1ccccc1NC(=O)COC(=O)CN(C)S(=O)(=O)c1ccc(C)cc1 | 1.1% | -0.6 | 954 | 0.49 | 1300 | -4.7% | -0.968 | 0.328 | -0.234 | 0.206 | 5.2 | 620 | 1.3 | 1.8 | 8.3 | i | 9.3 | i | 45.3
N#Cc1cc(C(=O)c2cc(Cl)ccc2O)cn(CC2CCCO2)c1=O (stereo unspecified) | 25.7% | -0.9 | 823 | 0.45 | 1114 | -1.0% | 0.769 | -0.144 | 0.686 | -1.13 | . | . | 3.4 | 1.6 | 8.4 | i | 21.9 | i | 51.2
Cn1c(N)c(C(=O)CCl)c(=O)n(C)c1=O | -3.0% | -5.0 | 1085 | . | . | -2.1% | -1.1 | 0.074 | -0.401 | 0.508 | 8.5 | 760 | 1.7 | 1.5 | 7.6 | i | -5.8 | i | 15.5
O=C(CSc1nnc(-c2ccc(Br)cc2)n1CCc1ccccc1)NC1CCS(=O)(=O)C1 (stereo unspecified) | -1.2% | 2.8 | 483 | -0.5 | 1141 | -2.1% | 0.0414 | -0.244 | 0.0201 | 0.773 | 3.5 | 733 | 1.2 | 1.9 | 5.7 | i | 2.5 | i | 59.6
NC(=O)CN1CCN(C(=O)Nc2ccccc2)CC1 | 8.5% | -0.1 | 1173 | -0.41 | 2028 | . | 0.324 | -0.236 | 0.333 | 0.64 | -8.8 | 634 | 2.3 | 2.8 | 5.9 | i | -13.6 | i | 25.0
OCC1(Cc2ccccc2Cl)CCN(C/C=C/c2ccccc2)CC1 | -4.8% | -2.3 | 1096 | . | . | -3.1% | -0.538 | -0.167 | 0.013 | 0.863 | -29.9 | 648 | 3.6 | 1.2 | 5.3 | i | 11.7 | i | 26.1
CC(C)CC1NC(=O)N(CC(=O)N2CCCc3ccccc32)C1=O (stereo unspecified) | -4.8% | 1.0 | 1028 | 0.8 | 1113 | -0.7% | 0.106 | -0.29 | 0.323 | -0.455 | -4.6 | 734 | 4.1 | 2.9 | 8.6 | i | 9.2 | i | 65.7
Cc1ccc(-c2csc3nnc(SCc4csc(C)n4)n23)cc1 | 5.2% | 2.5 | 1158 | -0.7 | 1314 | 1.8% | 0.0325 | -0.236 | 0.106 | 0.579 | -9.0 | 747 | 2.3 | 1.9 | 8.2 | i | -5.1 | i | 8.4
CN(C)c1ccc(C(=O)c2ccccc2)cc1 | 1.9% | -11.5 | 1190 | . | . | -5.4% | 0.822 | -0.208 | 0.258 | -0.375 | 17.1 | 793 | 3.2 | 2.4 | 3.1 | i | -3.6 | i | 32.5
Cc1ccc(CCNC(=O)CN(C)S(=O)(=O)c2ccc3c(c2)n(C)c(=O)c(=O)n3C)cc1 | 1.3% | 2.8 | 1350 | -0.13 | 1052 | . | -0.207 | -0.0374 | 0.344 | 0.425 | 2.9 | 790 | . | . | . | . | . | i | 23.4
COCCN(C(=O)CNC(=O)c1cccs1)C(C(=O)NC1CCCCC1)c1ccco1 (stereo unspecified) | 3.0% | -3.9 | 1187 | 0.34 | 1118 | -2.9% | 0.226 | -0.192 | 0.288 | -0.0247 | . | . | 6.7 | 2.1 | 12.3 | i | 2.5 | i | 47.3
CCOC(=O)C1(C)C=C(Nc2ccc(OC)cc2)C(=O)N1c1ccc(OC)cc1 (stereo unspecified) | -7.9% | . | . | 0.44 | 1404 | -2.7% | -0.652 | -0.265 | -0.0446 | -0.226 | -5.9 | 627 | 6.2 | 2.7 | 5.8 | i | -0.2 | i | 58.3
O=c1[nH]c2ccc(S(=O)(=O)N3CCN(C4CCCCC4)CC3)cc2[nH]c1=O | -1.8% | 0.8 | 1045 | 0.49 | 1746 | -2.6% | 0.214 | -0.163 | 0.841 | -1.35 | -7.2 | 645 | 2.3 | 1.8 | 12.6 | i | -4.5 | i | 38.8
NC(=O)c1c(NC(=O)Cc2cccs2)sc2c1CCC2 | -12.0% | -1.4 | 1052 | 0.11 | 1287 | . | 0.315 | 0.148 | 0.477 | 0.178 | 11.8 | 684 | 1.5 | 1.6 | 7.7 | i | 3.1 | i | 38.2
CC1=NNC(=O)C1C(c1ccc(F)cc1)C(C#N)C#N (stereo unspecified) | . | . | . | . | . | . | 1.74 | -0.215 | 0.878 | -0.051 | . | . | 2.3 | 0.7 | 2.4 | i | 1.4 | i | 33.5
O=C(CSc1nnc(-c2ccc(Cl)s2)o1)N1CCc2ccccc21 | . | -5.8 | 996 | -0.16 | 1502 | 1.4% | 1.5 | -0.221 | 0.756 | 0.319 | . | . | 2.9 | 2.6 | 5.9 | i | -6.4 | i | 22.7
Cc1ccc(CN2CCNC(=O)C2CC(=O)N(C)C2CCCCC2)o1 (stereo unspecified) | 3.1% | 0.7 | 1517 | . | . | -0.2% | -0.134 | -0.254 | 0.235 | 0.272 | 4.1 | 712 | 0.6 | 1.3 | 6.7 | i | 0.4 | i | 63.4
Cn1c(=O)oc2cc(S(=O)(=O)NCCC(=O)Nc3ccc4c(c3)OCCO4)ccc21 | -4.2% | -0.3 | 1062 | -0.09 | 1901 | -1.3% | -0.429 | -0.106 | 0.614 | -0.125 | -4.9 | 639 | 3.9 | 3.1 | 9.2 | i | 21.5 | i | 24.7
Cc1ccc(S(=O)(=O)N2CCC(C(=O)N[C@H](C(=O)NCc3ccco3)C(C)C)CC2)cc1 | -5.0% | -2.8 | 1041 | -0.75 | 1510 | 0.9% | -0.19 | -0.0881 | -0.147 | 1.26 | . | . | 3.1 | 0.9 | 0.7 | i | 5.3 | i | 48.8
COC(=O)COc1ccc(C2NC(=O)NC(C)=C2C(=O)NCc2ccccc2)cc1OC (stereo unspecified) | 0.7% | -3.4 | 1107 | -0.13 | 1602 | -0.3% | 0.257 | -0.344 | 0.357 | 0.69 | 10.8 | 673 | 1.5 | 1.5 | 8.3 | i | 20.4 | i | 4.0
Cc1cc(C)n(-c2ccc(C(=O)OCC(=O)NCc3ccco3)cc2)n1 | 4.4% | -3.5 | 1005 | 0.54 | 1402 | 0.8% | -0.703 | -0.202 | -0.227 | 0.698 | . | . | 2.5 | 1.9 | 10.0 | i | 42.0 | i | 60.3
Cc1nc2ccccc2cc1C(=O)NCc1ccco1 | -0.7% | -4.5 | 939 | -0.01 | 1027 | -1.4% | -1.19 | -0.142 | -0.75 | 0.17 | . | . | 1.8 | 2.2 | 22.3 | i | -3.2 | i | 2.6
Cc1c(C(=O)N(C)C)sc2nc(-c3ccccn3)[nH]c(=O)c12 | -2.1% | . | . | -0.1 | 912 | -1.1% | -0.0354 | -0.257 | -0.0076 | 0.14 | 9.6 | 787 | 2.4 | 2.7 | 8.2 | i | 6.5 | i | 40.8
COc1ccc(Cl)cc1N(C(C)C(=O)O)S(C)(=O)=O (stereo unspecified) | -4.7% | -2.6 | 995 | 0.02 | 1722 | -1.1% | 0.828 | -0.216 | 0.637 | -0.581 | 39.4 | 680 | 3.7 | 1.5 | 3.9 | i | 15.4 | i | 44.1
NC(=S)N/N=C/c1ccc([N+](=O)[O-])cc1 | 4.1% | -3.4 | 943 | 0.11 | 1570 | 1.1% | 2.79 | -0.0394 | 1.57 | -1.11 | -4.5 | 710 | 4.1 | 2.1 | 7.1 | i | 23.5 | i | 65.5
COc1ccc(CNC(=O)C2CCNCC2)cc1 | 0.8% | . | . | . | . | -2.7% | -0.858 | 0.0633 | 0.00307 | 0.376 | -2.5 | 718 | 2.9 | 2.6 | 29.3 | i | 5.5 | i | 18.0
CCc1nc(Sc2nc(C)cc(C)n2)c2oc3ccccc3c2n1 | -1.2% | -4.4 | 994 | 0.1 | 1195 | 0.0% | -0.0479 | 0.0126 | -0.168 | 0.561 | . | . | 3.6 | 2.0 | 3.5 | i | -3.8 | i | 57.8

Source: PubChem (several laboratories)
